Screening data (PubChem BioAssay)
KCNQ1 pot = potentiates or activates the human KCNQ1 potassium channel; actives 0.35% (n = 310,000); CHO-K1 KCNQ1, thallium flux FluxOR fluorescence; hits give high values; P51787; B-score at 10 µM;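 active = fluorescence ratio B-score, a plate-corrected score, at least three library SD, with initial intensity B-score within 5 SD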
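Schedule – 37 °C overnight plating, 90-min dark dye load, 20-min compound pretreatment · System – stable KCNQ1 CHO-K1 line · Probe or stimulus – thallium- and potassium-containing depolarizing buffer · Measured by – kinetic FluxOR fluorescence, 10 s baseline plus 110 s post-stimulus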
KCNK3 inh = human KCNK3 channel inhibition, primary screen; actives 0.84% (n = 340,000); B-score at 10 µM; CHO-KCNK3 thallium flux, FluxOR fluorescence; hits give low values;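 active = B-score under library mean minus 4 SD, starting fluorescence ratio at most library mean plus 5 SD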;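 note: more negative B-score means stronger inhibition of thallium flux through KCNK3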
KCNK9 inh = blocks the human KCNK9 two-pore domain potassium channel; Q9NPC2; HEK293 KCNK9, FluxOR thallium flux fluorescence; hits give low values; B-score at 10 µM; actives 1.2% (n = 310,000);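 active = ratio B-score over 3 SD below the library mean, with starting fluorescence within 5 SD of its mean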;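 note: negative B-score means less thallium flux so channel inhibition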
TRPC4 agonist = TRPC4 (mouse) channel activation. AID 2237. actives 0.49% (n = 310,000). B-score at 10 µM. HEK293 TRPC4beta/mu-opioid, Fluo4 calcium fluorescence; hits give high values. Q9QUQ5;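 active = B-score above 5 SD of library B-scores, and initial fluorescence ratio not above library mean plus 5 SD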;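 note: positive B-score marks a calcium rise read as TRPC4 activation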
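Assay system: HEK293 stable line with TRPC4beta plus mu-opioid receptor. Times: dye 45 min RT, read 110 s. Measured by: kinetic Fluo4 calcium fluorescence. Measure: B score of integrated ratio. Controls: assay buffer as low control, maximal DAMGO as high control.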
TRPC4 potent = TRPC4 (mouse) allosteric potentiation; Q9QUQ5; HEK293 TRPC4beta/mu-opioid, DAMGO EC20, Fluo-4 Ca2+ flux; hits give high values; B-score at 10 µM; actives 0.42% (n = 310,000); AID 2227;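 active = B-score of calcium response area above 5 SD of library B-scores, with initial fluorescence ratio within 5 SD of library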;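 note: B-score of integrated fluorescence ratio over time as area under calcium response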
TMEM16A inh = blocks the mouse calcium-activated chloride channel TMEM16A. Q8BHY3. HEK293 TMEM16A/YFP iodide influx fluorescence, ionomycin. normalized B-score (activity score, 25-100; higher = stronger inhibition) at 10 µM. actives 1.2% (n = 310,000). AID 588511;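 active = ratio plate-corrected score three or more library SD toward inhibition, starting fluorescence score within five deviations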;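 note: score derived from kinetic fluorescence span divided by baseline fluorescence per well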
TMEM16A act = activates or potentiates the mouse TMEM16A chloride channel | HEK293 TMEM16A/YFP-H148Q/I152L, iodide quench fluorescence; hits give low values | Q8BHY3 | actives 0.3% (n = 340,000) | AID 623877 | B-score at 10 µM;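 active = fluorescence-ratio B-score plate-corrected deviation score at least 3 library SD below zero, with starting fluorescence score within 5 deviations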;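 note: channel opened by trigger with iodide after compound preincubation; score built on the fluorescence ratio of max minus min over baseline; more negative score means more quench and so TMEM16A activation or potentiation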
DYRK1A inh = Dyrk1A (rat) kinase inhibition; Q63470; ADP-Glo luminescence, NFATc1 peptide; inhibition, % at 12.5 µM; actives 0.43% (n = 310,000); in the data active = inhibition above about 50%;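 note: plate controls were vehicle with enzyme for no effect and no enzyme for full effect; many of its hits are not listed in these tables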
KCNQ1 block = human KCNQ1 channel inhibition; P51787; CHO-K1 KCNQ1, FluxOR thallium flux fluorescence; hits give high values; B-score at 10 µM; actives 1.3% (n = 310,000);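 active = compounds whose thallium flux B-score, printed positive for inhibition, exceeds three library SD while starting fluorescence stays within three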;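 note: channel opened by potassium depolarization with thallium stimulus after 20 min compound exposure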
HDAC3 inh = blocks human histone deacetylase 3. inhibition, % at 8.3 µM. O15379. AID 2718. actives 0.15% (n = 320,000). recombinant HDAC3, fluorogenic peptide/trypsin coupled, fluorescence; in the data active = inhibition above about 26%, passing the limit was not always enough; inconclusive = no clear call, values can overlap the other calls
hERG rescue = shields human hERG channel from block by proarrhythmic agents | Q12809 | CHO-hERG, FluxOR thallium flux, dofetilide IC70 present | activation (rescue from dofetilide block), less the hit threshold, % at 10 µM | actives 0.51% (n = 310,000);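 active = activation above the mean of controls blocked by dofetilide plus 5 SD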;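 note: thallium influx through hERG after potassium depolarization seen as dye fluorescence rise; in these data hits start at about 4.7%; inactives centre near -7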
Target sequence (Q12809 whole entry, looked up): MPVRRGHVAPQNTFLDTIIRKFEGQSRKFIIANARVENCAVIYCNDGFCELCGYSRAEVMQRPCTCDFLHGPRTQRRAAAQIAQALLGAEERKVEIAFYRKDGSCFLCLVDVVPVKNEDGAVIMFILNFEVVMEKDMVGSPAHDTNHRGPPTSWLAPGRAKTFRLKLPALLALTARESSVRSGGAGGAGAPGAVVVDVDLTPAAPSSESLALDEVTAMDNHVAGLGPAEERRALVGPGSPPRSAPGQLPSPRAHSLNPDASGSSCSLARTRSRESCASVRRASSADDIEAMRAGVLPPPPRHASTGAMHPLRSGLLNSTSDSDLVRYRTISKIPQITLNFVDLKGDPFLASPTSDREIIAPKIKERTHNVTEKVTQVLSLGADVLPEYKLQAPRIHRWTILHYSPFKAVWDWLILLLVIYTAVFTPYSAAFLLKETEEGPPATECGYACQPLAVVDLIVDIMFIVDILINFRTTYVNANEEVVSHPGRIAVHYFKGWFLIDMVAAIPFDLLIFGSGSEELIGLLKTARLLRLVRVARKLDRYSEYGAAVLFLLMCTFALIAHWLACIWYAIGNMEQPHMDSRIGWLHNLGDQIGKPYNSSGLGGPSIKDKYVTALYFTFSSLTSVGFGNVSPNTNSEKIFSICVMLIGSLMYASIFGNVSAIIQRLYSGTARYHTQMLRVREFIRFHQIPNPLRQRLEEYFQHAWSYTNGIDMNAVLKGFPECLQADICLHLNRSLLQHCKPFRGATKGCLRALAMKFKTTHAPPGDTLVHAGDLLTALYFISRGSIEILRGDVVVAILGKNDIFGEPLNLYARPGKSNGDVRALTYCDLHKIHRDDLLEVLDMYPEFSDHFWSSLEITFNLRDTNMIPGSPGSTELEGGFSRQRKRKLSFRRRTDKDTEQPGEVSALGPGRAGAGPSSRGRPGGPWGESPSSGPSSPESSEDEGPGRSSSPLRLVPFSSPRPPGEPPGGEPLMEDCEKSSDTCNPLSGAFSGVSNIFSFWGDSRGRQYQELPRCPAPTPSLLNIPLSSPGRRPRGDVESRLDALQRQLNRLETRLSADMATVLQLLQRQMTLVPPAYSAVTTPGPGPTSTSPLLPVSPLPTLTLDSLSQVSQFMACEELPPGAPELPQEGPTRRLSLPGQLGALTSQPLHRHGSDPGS
* = called active by the depositor; i = inactive; ? = inconclusive; . = not tested or not shown. These rows are one share of the data; the hit share may differ from the screen's.

SMILES	KCNQ1 pot	KCNK3 inh	KCNK9 inh	TRPC4 agonist	TRPC4 potent	TMEM16A inh	TMEM16A act	DYRK1A inh	KCNQ1 block	HDAC3 inh	hERG rescue
O=C(NCCN1CCOCC1)c1ccc(CS(=O)(=O)c2ccc(Cl)cc2)o1	i	i	i	i	i	i	i	5	i	4	-10
CC(C)(C)C1(C)OC(=O)C(=Cc2ccc(OCC(=O)Nc3ccccc3)cc2)C(=O)O1 (centres undefined)	i	i	i	i	i	i	i	11	i	-2	-3
Cn1c(SCC(=O)Nc2ccc3c(c2)n(C)c(=O)n3C)nnc1-c1ccncc1	i	i	i	i	i	i	i	-1	i	4	-16
COc1ccccc1C(=O)NCCC(=O)N(C)CC(=O)Nc1ccccc1Br	i	i	i	i	i	i	i	1	i	-1	-16
CS(=O)(=O)N1CCN(c2ccc([N+](=O)[O-])c(NCc3ccccc3)c2)CC1	i	i	i	i	i	i	i	4	i	5	-6
O=C(NCCCN1CCOCC1)c1ccc2c(c1)N(Cc1cccc(Cl)c1)C(=O)c1ccccc1S2=O (centres undefined)	i	i	i	i	i	i	i	-4	i	2	-10
Cc1cc2nc(CS)[nH]c2cc1C	i	i	i	i	i	i	i	.	i	-3	-8
CC(C)(C)OC(=O)NCCc1nnc(SCc2ccc(Cl)cc2)o1	i	i	i	i	i	i	i	2	i	-3	-18
Cc1ccc(CSCCNS(=O)(=O)c2ccccc2)cc1	i	i	i	i	i	i	i	12	i	2	-7
O=C(O)c1cc(-c2ccco2)nc2cc3ccccc3cc12	i	i	i	i	i	i	i	7	i	8	-2
Cc1cc(C)n2nc3nc4c(cc3c2n1)CCCC4	i	i	i	i	i	i	i	2	i	-221	-3
Cc1ccc(NC(=O)CN(C)S(=O)(=O)c2cccc3nsnc23)cc1Cl	i	i	i	i	i	i	i	-1	i	3	-9
COCCn1cnnc1SCC(=O)Nc1ccc(Br)cc1F	i	i	i	i	i	i	i	0	i	8	-15
c1ccc(-n2ncc3c(N4CCN(CCOc5cccc6ccccc56)CC4)ncnc32)cc1	i	i	i	i	i	i	i	-1	i	-13	-9
CCCCNc1ccc(C(=O)Nc2cccc(C)n2)cc1[N+](=O)[O-]	i	i	i	i	i	i	i	-1	i	-1	-9
CSc1ccc(CNCC(O)c2ccccc2)cc1 (centres undefined)	i	i	i	i	i	i	i	12	i	-3	-6
O=C(OCc1nnc(-c2ccccc2)o1)C1CC(=O)N(Cc2ccco2)C1 (centres undefined)	i	i	i	i	i	i	i	3	i	4	-9
CCOc1ccc(CNS(=O)(=O)c2cc(-c3cc(C)no3)ccc2OC)cc1OC	i	i	i	i	i	i	i	0	i	-5	-6
c1ccc(-c2cc(N3CCCCC3)ncn2)cc1	i	i	i	i	i	i	i	2	i	4	-11
Cc1ccc(N2CC(C(=O)Nc3c4c(nn3C(C)(C)C)CS(=O)(=O)C4)CC2=O)cc1 (centres undefined)	i	i	i	i	i	i	i	2	i	6	-8
CC(=O)/C(N=Nc1cc(C)ccc1O)=C(\C)O	i	i	i	i	i	i	i	1	i	-4	-10
O=C1OCCC1Sc1nnc(-c2ccccc2Br)n1Cc1ccccc1 (centres undefined)	i	i	i	i	i	i	i	-5	i	0	-7
CCCCc1ccc(NC(=O)C(=O)NCCN2CCN(Cc3ccc([N+](=O)[O-])cc3)CC2)cc1	i	i	i	i	i	i	i	-3	i	3	-28
Cc1cccc(C)c1C(=NCCCN(C)C)c1ccccc1	i	i	i	i	i	i	i	0	i	-8	-1
CCN(CC)C(=O)c1[nH]cnc1C(=O)NCC(=O)OCc1ccccc1	i	i	i	i	i	i	i	0	i	0	-4
CCCc1cc(=O)oc2c(C)c(OC3CCCCC3=O)ccc12 (centres undefined)	i	i	i	i	i	.	i	-3	i	.	-2
CN1CCN(c2cc3c(c4c2[nH]c2ccccc24)C(=O)CC(C)(C)C3)CC1	i	i	i	79*	i	i	i	56*	i	-2	-9
Cc1ccc2nc(-c3ccncc3)c(Nc3ccccc3)n2c1	i	i	i	i	i	i	i	-3	i	0	-1
CN1C(C(=O)NCc2ccccc2)CC2Cn3c(nc4cc(Cl)c(Cl)cc43)C21 (centres undefined)	i	i	i	i	i	i	i	6	i	2	-7
NC(=O)Nn1c(CCC(=O)O)ccc1-c1ccc(F)cc1	i	i	i	i	i	i	i	0	i	1	-6
CCSc1nc2ccc(OC)cc2cc1C#N	i	i	i	i	i	i	i	0	i	-8	-2
Cc1cccc(C)c1-n1cccc1/C=C1/C(=N)N2C(=NC1=O)SN=C2S(C)(=O)=O	i	i	i	i	i	25*	i	-2	i	9	-26
COc1cccc(-c2nnc(SCC(=O)NCc3ccc4c(c3)OCO4)n2Cc2ccco2)c1	i	i	i	i	i	i	i	-1	i	-1	-14
COc1ccc(S(=O)(=O)N2CCCC(C(=O)NC3CCCC3)C2)cc1OC (centres undefined)	i	i	i	i	i	i	i	2	i	-10	-7
COC(=O)C1(C)NC(c2cccs2)C2C(=O)N(c3ccc(F)cc3)C(=O)C21 (centres undefined)	i	i	i	i	i	i	i	-10	i	2	-8
CCOC(=O)c1cc(C(=O)NC(C)c2ccccc2)c(=O)[nH]c1C (centres undefined)	i	i	i	i	i	i	i	-4	i	-3	-4
COc1ccc(NC(=O)C2=C(C)Nc3ncnn3C2c2ccccc2C(F)(F)F)c(OC)c1 (centres undefined)	.	i	.	.	.	i	i	1	.	-2	.
O=C(Nc1ccon1)c1ccccc1F	i	i	i	i	i	i	i	7	i	5	-5
O=S(=O)(NC1CCCC1)c1cccc(-c2nnc(-c3ccccc3)o2)c1	i	i	i	i	i	i	i	2	i	4	-13
CCn1cnc2cc(NCc3nc4ccccc4n3Cc3ccccc3)ccc21	i	i	i	i	i	i	i	-3	i	?	-8

Another view of three compounds above:
Values in the order: KCNQ1 pot, KCNK3 inh, KCNK9 inh, TRPC4 agonist, TRPC4 potent, TMEM16A inh, TMEM16A act, DYRK1A inh, KCNQ1 block, HDAC3 inh, hERG rescue
> CCCc1cc(=O)oc2c(C)c(OC3CCCCC3=O)ccc12 (centres undefined)
  i, i, i, i, i, ., i, -3, i, ., -2
> COc1ccccc1C(=O)NCCC(=O)N(C)CC(=O)Nc1ccccc1Br
  i, i, i, i, i, i, i, 1, i, -1, -16
> O=C(NCCCN1CCOCC1)c1ccc2c(c1)N(Cc1cccc(Cl)c1)C(=O)c1ccccc1S2=O (centres undefined)
  i, i, i, i, i, i, i, -4, i, 2, -10

Other records follow.
SMILES	KCNQ1 pot	KCNK3 inh	KCNK9 inh	TRPC4 agonist	TRPC4 potent	TMEM16A inh	TMEM16A act	DYRK1A inh	KCNQ1 block	HDAC3 inh	hERG rescue
N#Cc1ccc(COC(=O)C2CCC(=O)N2)cc1 (centres undefined)	i	i	i	i	i	i	i	0	i	-7	1
Cc1ccc(S(=O)(=O)N(C)c2ccc(OCC(=O)NCC3(N(C)C)CCCCC3)cc2)cc1	i	i	i	i	i	i	i	.	i	0	-9
Cc1cccc(OCc2nnc(SCC(=O)N3CCN(C(=O)c4ccco4)CC3)n2C)c1C	i	i	i	i	i	i	i	2	i	3	-7
O=C(CN1CCN(Cc2ccccc2)CC1)N1CCCc2ccccc21	i	i	i	i	i	i	i	-9	i	?	-5
CCOC(=O)N1CCN(C(=O)CNC(=O)c2nn(-c3ccc(OC)c(OC)c3)c(=O)c3ccccc23)CC1	i	i	i	i	i	i	i	0	i	3	-10
O=C(CN1C(=O)NC2(CCOc3ccccc32)C1=O)c1ccc(F)cc1 (centres undefined)	i	i	i	i	i	i	i	-5	i	-2	-17
CC(C)(C)NC(=O)C(c1ccco1)N(Cc1ccc2c(c1)OCO2)C(=O)Cn1nnc2ccccc21 (centres undefined)	i	i	i	i	i	i	i	5	i	21	-1
Nc1nc(-c2cccnc2)nc2sc3c(c12)CCCC3	i	i	i	i	i	i	i	-6	i	-9	-11
COc1ccc(/C=C/c2ccccc2)cc1[C@H]1[C@H]2C=CC[C@@H](C)[C@@H]2C(=O)N1Cc1ccccc1	i	i	i	i	i	i	i	-5	i	-9	-16
CC(Oc1ccc(Br)cc1)C(=O)Nn1c(=S)[nH]c2ncccc2c1=O (centres undefined)	i	.	i	i	i	i	.	.	i	3	-6
COc1ccc(/C=N/NC(=O)CNC(=O)COc2ccccc2)cc1	i	i	i	i	i	i	i	0	i	-3	-8
Cc1nnc(SCCN2CCOCC2)n1-c1cccc(Cl)c1	i	i	i	i	i	i	i	-3	i	0	0
Cc1cc(C)n2nc(SCc3cc(=O)oc4cc(O)ccc34)nc2n1	i	.	i	i	i	i	.	.	i	-3	-6
O=C(O)CSc1nc2ccc(Cl)cc2[nH]1	i	i	i	i	i	i	i	2	i	4	-3
Cc1ccc(CN2CCNC(=O)C2CC(=O)NCC(F)(F)F)o1 (centres undefined)	i	i	i	i	i	i	i	-5	i	3	-6
Cc1ccc(Cl)cc1OCC(=O)NCCOC(=O)Nc1sc(=S)n(C)c1C	i	i	i	i	i	i	i	.	i	2	-5
Cc1nn2c(N3CCOCC3)cc(C(C)(C)C)nc2c1-c1ccc(Cl)cc1	i	i	i	i	i	.	i	-2	i	.	-7
COC(=O)NN=C1CCC(c2ccccc2)CC1 (centres undefined)	i	i	i	i	i	i	i	-7	i	-7	-9
COc1ccc(C(=O)N2CCc3cc4c(cc3C2C)OCCCO4)cc1 (centres undefined)	i	i	i	i	i	i	i	0	i	7	-5
Cc1c(C(c2ccc(Br)cc2)c2c(C)n(C)n(-c3ccccc3)c2=O)c(=O)n(-c2ccccc2)n1C	i	i	i	i	i	i	i	8	i	0	1
O=C1CCCN1CCCNS(=O)(=O)c1ccc(F)c(F)c1	i	i	i	i	i	i	i	-3	i	0	-7

Whole records, quoted from the list. Order of values: KCNQ1 pot, KCNK3 inh, KCNK9 inh, TRPC4 agonist, TRPC4 potent, TMEM16A inh, TMEM16A act, DYRK1A inh, KCNQ1 block, HDAC3 inh, hERG rescue
O=C(CN1CCN(Cc2ccccc2)CC1)N1CCCc2ccccc21 is listed with i, i, i, i, i, i, i, -9, i, ?, -5
Cn1c(SCC(=O)Nc2ccc3c(c2)n(C)c(=O)n3C)nnc1-c1ccncc1 is listed with i, i, i, i, i, i, i, -1, i, 4, -16
O=C(O)CSc1nc2ccc(Cl)cc2[nH]1 is listed with i, i, i, i, i, i, i, 2, i, 4, -3
